Bioassay records (PubChem BioAssay)
PfGluPho inh – PfG6PD (Plasmodium falciparum) enzyme inhibition; PfGluPho enzyme, NADPH resazurin-diaphorase fluorescence; inhibition, % at 20 µM; hit rate 0.78% among 350,000;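 active = inhibition reaching at least a set limit at 20 µM in the primary screen, cut at about 59% in these data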;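 also: 0% = DMSO wells with substrate and 100% = DMSO wells lacking glucose-6-phosphate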
SENP8 block-1 – inhibitors of human SENP8 protease; AID 602440; inhibition, % at 20 µM; hit rate 0.64% among 360,000; recombinant SENP8, Nedd8 substrate fluorescence; Q96LD8; in the data active = inhibition mostly above about 40%, no sharp cut-off; inactive = mostly below about 27%
Target sequence (Q96LD8 whole entry, looked up): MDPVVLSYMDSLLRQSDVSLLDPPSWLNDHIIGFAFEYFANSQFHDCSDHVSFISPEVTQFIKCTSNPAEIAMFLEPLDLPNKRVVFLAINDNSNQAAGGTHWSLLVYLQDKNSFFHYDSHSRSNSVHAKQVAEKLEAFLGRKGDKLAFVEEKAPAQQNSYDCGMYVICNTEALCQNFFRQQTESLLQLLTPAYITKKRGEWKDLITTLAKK
SENP1 FRET inh – SENP1 (human) catalytic domain inhibition; Q9P0U3; recombinant SENP1 catalytic domain, CyPet-SUMO1-YPet FRET cleavage; inhibition, % at 10 µM; hit rate 0.21% among 360,000;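 active = inhibition at least 30% at 10 µM, raw YFP signal under a set limit, fluorescence ratio 0.5 to 1.5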;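 also: 0% = enzyme with DMSO and 100% = no enzyme wells; some results filed as inactive read as strong as hits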
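Material – human SENP1 catalytic domain · Input – SENP1 enzyme, 20 pM final · Compound dosing – single concentration of 10 µM compound, 0.5% DMSO final · Timing – enzyme reaction for 50 min at room temperature, dark · Measured by – FRET fluorescence in CFP and YFP emission channels · Control set – no-enzyme wells low, DMSO-plus-enzyme wells high control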
SENP6 inh – inhibitors of human SENP6 protease; Recombinant SENP6 catalytic domain, aminoluciferin luminescence; inhibition, % at 10 µM; hit rate 1.8% among 330,000;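 active = inhibition above about 50% at the single tested dose, limit read from the data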;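 also: plate controls were DMSO wells with enzyme for no effect and DMSO wells lacking enzyme for full effect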
Target sequence (Q9GZR1 628-1112 limits assumed): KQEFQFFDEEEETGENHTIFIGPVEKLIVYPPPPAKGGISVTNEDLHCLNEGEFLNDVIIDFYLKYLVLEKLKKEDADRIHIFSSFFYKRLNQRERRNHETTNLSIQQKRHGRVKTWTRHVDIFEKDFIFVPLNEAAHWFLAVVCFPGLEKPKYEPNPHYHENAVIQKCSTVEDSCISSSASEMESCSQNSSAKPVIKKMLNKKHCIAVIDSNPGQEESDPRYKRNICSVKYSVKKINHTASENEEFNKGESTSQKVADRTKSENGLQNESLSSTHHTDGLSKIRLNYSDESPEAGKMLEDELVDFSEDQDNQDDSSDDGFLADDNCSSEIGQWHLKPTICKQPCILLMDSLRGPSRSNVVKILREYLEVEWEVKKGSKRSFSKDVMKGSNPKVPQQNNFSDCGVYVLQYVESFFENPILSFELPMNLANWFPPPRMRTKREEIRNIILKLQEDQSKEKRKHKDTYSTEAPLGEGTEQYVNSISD
Apaf1 inhib – blocks human Apaf-1 apoptosome activity; O14727; hit rate 0.71% among 330,000; reconstituted apoptosome caspase-3 activity, DEVD-Rh110 fluorescence; inhibition, % at 20 µM; AID 489030; active = inhibition of at least 40% at 20 µM;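 also: plate controls were DMSO wells for no effect and DEVD-CHO caspase inhibitor wells for full effect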
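System: reconstituted apoptosome with Apaf-1, cytochrome c, caspase-9, procaspase-3, dATP; Signal: Rh110 fluorescence intensity; Schedule: 30 min compound preincubation, 50 min activation, room temperature; Reagent: cytochrome c trigger plus (Z-DEVD)2-Rh110 caspase-3 substrate.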
SENP8 block-2 – inhibitors of human SENP8 protease | hit rate 1.2% among 330,000 | purified SENP8, Z-RLRGG-aminoluciferin cleavage, luminescence | inhibition, % at 10 µM | AID 2540 | Q96LD8; in the data active = inhibition above about 50%
HKDC1 inh – inhibitors of human hexokinase HKDC1; AID 493160; Q2TB90; recombinant HKDC1, G6PDH/diaphorase resazurin coupled fluorescence; hit rate 0.16% among 340,000; inhibition, % at 20 µM;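 active = inhibition above about 35% when tested at 20 µM, limit read from the data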;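 also: plate controls were DMSO wells with enzyme for no effect and DMSO wells lacking enzyme for full effect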
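Assay system – recombinant HKDC1 (HK5) hexokinase enzyme, produced in-house · Input – HKDC1 at 5 µg/mL · Reagent – glucose plus 1 mM ATP as hexokinase substrates · Timing – 90 min reaction incubation at room temperature, dark · Measured by – G6PDH/diaphorase-coupled fluorescence, 1 mM NADP, 100 µM resazurin, 525/613 nm · Benchmarks – DMSO-enzyme wells negative, buffer-substituted wells positive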
SENP7 inh – inhibitors of human SENP7 protease | Q9BQF6 | recombinant SENP7, Z-RLRGG-aminoluciferin luminescence, 40 min | inhibition, % at 5 µM | hit rate 1.5% among 330,000 | AID 434973;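 active = inhibition above about 50% at the single test dose, limit read from the data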;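 also: plate controls were DMSO with enzyme for no effect and no enzyme buffer wells for full effect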
Target sequence (Q9BQF6 706-1050 limits assumed): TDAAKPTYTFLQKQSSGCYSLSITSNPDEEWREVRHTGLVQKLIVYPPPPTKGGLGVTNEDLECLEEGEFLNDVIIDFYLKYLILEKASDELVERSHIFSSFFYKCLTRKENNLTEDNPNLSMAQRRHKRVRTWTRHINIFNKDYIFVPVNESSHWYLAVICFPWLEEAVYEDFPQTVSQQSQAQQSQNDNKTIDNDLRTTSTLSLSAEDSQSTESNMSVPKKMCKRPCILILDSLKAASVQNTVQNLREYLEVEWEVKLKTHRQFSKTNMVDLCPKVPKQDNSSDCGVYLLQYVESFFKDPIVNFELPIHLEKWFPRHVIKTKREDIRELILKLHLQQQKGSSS
* hit, by the source's call; nt = no result given.

cpd	SMILES	PfGluPho inh	SENP8 block-1	SENP1 FRET inh	SENP6 inh	Apaf1 inhib	SENP8 block-2	HKDC1 inh	SENP7 inh
1	CC(Oc1ccccc1)C(=O)N1CCN=C1SCc1ccccc1F (stereo not drawn)	-8	18	0	-24	4	-10	0	3
2	Cc1ccc(NC2=C(NC(=O)c3ccccc3)C(=O)c3ccccc3C2=O)cc1Cl	86*	62*	-1	35	67*	15	27	5
3	O=C(NCCSCc1ccccc1)c1ccc(Cl)c(S(=O)(=O)N2CCOCC2)c1	-10	20	1	6	7	1	1	1
4	Cc1cc(NC(=O)COC(=O)c2ccc(S(=O)(=O)N3CCCC3)cc2)no1	7	8	3	-4	-2	5	-14	4
5	CCOC(=O)c1cccc(S(=O)(=O)N(CCO)Cc2cc3cc(OC)ccc3[nH]c2=O)c1	17	-258	-1	-8	-6	2	-5	10
6	O=C(Nc1c(C(=O)N2CCOCC2)oc2ccccc12)c1cccc([N+](=O)[O-])c1	-1	18	2	-28	1	-2	-3	10
7	C/C(=N\Nc1nc2ccccc2[nH]1)c1ccc(Cl)s1	77*	-54	-27	-25	7	-24	-12	-9
8	O=C(O)COc1ccccc1/C=N/Nc1ccc(S(=O)(=O)Nc2ccc(Cl)cc2)cc1[N+](=O)[O-]	-16	39	2	-2	18	-9	11	-6
9	COc1ccc(-c2cc(C(=O)Nc3ccc(F)cc3F)no2)cc1	-3	6	1	5	2	1	-2	5
10	O=C(NC1CC1)C1CCN(C2CCN(Cc3ccccc3C(F)(F)F)CC2)CC1	4	10	-3	-20	-1	5	-5	-5
11	O=C(COC(=O)c1ccc2c(c1)OCCO2)NCc1ccccc1Cl	0	13	2	3	1	-14	-4	-9
12	O=C(CN1CCCCC1)Nc1nnc(-c2ccc([N+](=O)[O-])cc2)s1	12	-8	64	-8	-4	-6	12	2
13	O=C(Nc1nc2ccc(S(=O)(=O)N3CCCCC3)cc2s1)c1cccnc1	19	-249	-27	7	0	0	-10	2
14	CCc1ccccc1NC(=O)C(Cc1ccccc1)c1nn[nH]n1 (stereo not drawn)	-14	11	1	-5	-8	-6	-9	12
15	Cc1c(CCC(=O)O)c(=O)oc2cc(OCc3ccccc3Br)ccc12	-25	-332	-1	24	9	0	12	1
16	CCC1Oc2ccccc2N(CC(=O)NCCN2CCc3ccccc3C2)C1=O (stereo not drawn)	-12	21	3	-15	-10	-9	4	-6
17	c1ccc(COc2cccc(CN3CCc4ccccc4C3)c2)cc1	-2	2	0	2	1	-14	-4	-14
18	O=C(NCCNC(=O)c1ccc(Cl)cc1Cl)c1ccco1	-15	18	-2	-20	0	-5	-2	1
19	O=C(Nc1ccc(F)cc1)c1ccc(-n2cncn2)c([N+](=O)[O-])c1	49	14	2	18	-5	10	-3	6
20	Cc1ccc(C(=O)CCC(=O)N2CCN(c3ccccc3O)CC2)cc1	1	4	-12	8	11	-2	6	-5
21	COc1ccc(C2=C(SC)CC2=NC(C)(C)C)cc1	5	18	-3	nt	nt	nt	15	nt
22	Cc1ccc(C)c(NC(=O)CC2Sc3ccccc3NC2=O)c1 (stereo not drawn)	-2	18	0	nt	nt	nt	0	nt
23	COc1ccccc1CNS(=O)(=O)c1ccc2[nH]cc(C(=O)O)c(=O)c2c1	-12	-64	1	-22	0	-7	-2	-11
24	CCCc1nc2c(sc3nc4c(cc32)COC(C)(C)C4)c(=O)n1Cc1ccco1	29	-127	-8	0	13	3	3	-3
25	O=C1CCC(=O)N(c2ccccc2)N1	-6	2	1	-19	-2	-11	-3	-4
26	O=C(COc1ccc(Cl)cc1Cl)N1CCN(c2ccccn2)CC1	3	1	-1	9	-3	4	-4	4
27	CC(C)C(Cl)=NOC(=O)Nc1ccc(S(N)(=O)=O)cc1	17	19	0	nt	nt	nt	-1	nt
28	O=C(Cc1ccc(Cl)cc1)NNC(=S)NC(=O)c1cccnc1	-14	12	0	12	-13	-4	-8	2
29	CC(=O)Nc1cc2ccccc2oc1=O	-11	-62	1	-24	0	-11	-8	-2
30	CC(C)c1nc2sc3c(=S)nc[nH]c3c2c2c1CCC2	-23	4	-16	0	-4	-4	13	13
31	CCOc1ccc2c(c1)-c1c(ssc1=S)C(C)(C)N2	35	24	3	-4	-4	-2	17	-1
32	O=C(c1ccc(=O)n(Cc2ccccc2)n1)N1CCN(C/C=C/c2ccccc2)CC1	-1	21	0	-7	21	-11	1	-1

Some of the entries so far, with values under each structure:
Values run as follows: PfGluPho inh	SENP8 block-1	SENP1 FRET inh	SENP6 inh	Apaf1 inhib	SENP8 block-2	HKDC1 inh	SENP7 inh
#25 O=C1CCC(=O)N(c2ccccc2)N1
 : -6	2	1	-19	-2	-11	-3	-4
#26 O=C(COc1ccc(Cl)cc1Cl)N1CCN(c2ccccn2)CC1
 : 3	1	-1	9	-3	4	-4	4
#27 CC(C)C(Cl)=NOC(=O)Nc1ccc(S(N)(=O)=O)cc1
 : 17	19	0	nt	nt	nt	-1	nt
#28 O=C(Cc1ccc(Cl)cc1)NNC(=S)NC(=O)c1cccnc1
 : -14	12	0	12	-13	-4	-8	2
#29 CC(=O)Nc1cc2ccccc2oc1=O
 : -11	-62	1	-24	0	-11	-8	-2
#30 CC(C)c1nc2sc3c(=S)nc[nH]c3c2c2c1CCC2
 : -23	4	-16	0	-4	-4	13	13

Following part.
cpd	SMILES	PfGluPho inh	SENP8 block-1	SENP1 FRET inh	SENP6 inh	Apaf1 inhib	SENP8 block-2	HKDC1 inh	SENP7 inh
33	O=C(O)CCCCNS(=O)(=O)/C=C/c1ccccc1	6	7	1	-12	-3	-9	-7	-12
34	NC(=O)c1cc(C(=O)c2ccc(Cl)cc2)c[nH]1	-12	-7	0	6	4	-19	-2	-3
35	CC(C)NC(=O)Nc1cccc2c1O[C@H](CN(C)S(=O)(=O)c1ccccc1)[C@@H](C)CN([C@H](C)CO)C2=O	-14	4	0	-9	13	-1	0	5
36	Oc1c(C=Nc2ccccc2Cl)[nH]c2ccccc12	-4	-43	-54	14	4	8	-5	7
37	COc1ccccc1NC(=O)CN1CCN(CC(=O)Nc2ccc(S(N)(=O)=O)cc2)CC1	-1	20	0	5	0	3	-3	4
38	COC(=O)C1=C(C(=O)c2ccccc2)C(c2ccc(O)c(OC)c2)n2nnnc2N1 (stereo not drawn)	-7	11	4	0	4	4	-8	9
39	COC(=O)C1=C(C(C)=O)C(c2ccc(C)cc2)n2nnnc2N1 (stereo not drawn)	-7	0	0	-8	-2	0	0	-1
40	CCc1cc(=O)oc2c(C)c(OCC(=O)NC3CC(C)(C)NC(C)(C)C3)ccc12	-10	-194	-7	1	0	-13	0	-12
41	CC(=O)N1CCN(Cc2nc3cc(NC(=O)COc4ccccc4)ccc3n2C)CC1	1	-2	0	10	-7	5	0	-4
42	O=C(Cn1c(=O)n(-c2ccccc2)c(=O)n1CC(=O)N1CCCCC1)N1CCCCC1	-9	6	2	-2	7	-5	-5	-4
43	CCOC(=O)c1cc(=O)cc(C(=O)OCC)o1	8	30	3	1	1	-2	-2	6
44	CCOc1cc(S(=O)(=O)N2CCC(c3nc4ccccc4s3)CC2)c(OCC)cc1S(=O)(=O)N1CCCCC1	6	-1	-1	-5	-6	10	-13	0
45	Cn1cc(CN2C[C@H]3CC[C@H]2C3)c(-c2ccccc2F)n1	-7	25	-5	-5	-2	3	1	3
46	CCc1nnc(NS(=O)(=O)c2ccc(Nc3ccc4nonc4c3[N+](=O)[O-])cc2)s1	0	24	3	12	10	3	-7	0
47	O=C(CCc1ccccc1)Nc1c(F)c(F)c(F)c(F)c1F	8	14	0	nt	nt	nt	-4	nt
48	CCOC(=O)CNC(=O)CSc1nnc(Cn2c(=O)sc3ccccc32)n1C	-14	5	1	-12	2	-15	-3	-10

Full records, looked up by structure. Order of screens: PfGluPho inh	SENP8 block-1	SENP1 FRET inh	SENP6 inh	Apaf1 inhib	SENP8 block-2	HKDC1 inh	SENP7 inh
Cn1cc(CN2C[C@H]3CC[C@H]2C3)c(-c2ccccc2F)n1 in the list: -7	25	-5	-5	-2	3	1	3
CCOc1cc(S(=O)(=O)N2CCC(c3nc4ccccc4s3)CC2)c(OCC)cc1S(=O)(=O)N1CCCCC1 in the list: 6	-1	-1	-5	-6	10	-13	0
O=C(Cn1c(=O)n(-c2ccccc2)c(=O)n1CC(=O)N1CCCCC1)N1CCCCC1 in the list: -9	6	2	-2	7	-5	-5	-4
O=C(CCc1ccccc1)Nc1c(F)c(F)c(F)c(F)c1F in the list: 8	14	0	nt	nt	nt	-4	nt

Remaining list, next part:
cpd	SMILES	PfGluPho inh	SENP8 block-1	SENP1 FRET inh	SENP6 inh	Apaf1 inhib	SENP8 block-2	HKDC1 inh	SENP7 inh
49	COc1cccc(N2CCN(C(=S)NCCc3ccccc3)CC2)c1	15	17	-2	-13	9	9	-1	-3
50	O=C(Cc1ccccc1)c1ccc(Cl)cc1	-7	1	3	4	3	-13	-3	10
51	N#Cc1ccc(/C=C(\C(=O)C(=O)O)c2ccc3ccccc3n2)cc1	-16	-450	-54	-20	-9	-5	-1	9
52	CCc1sc(C(=O)NCc2ccccc2)cc1C	-4	14	1	-27	10	-8	1	-7
53	CC1C(=O)N2CCCc3cc(S(=O)(=O)NCc4ccc(F)cc4)cc1c32 (stereo not drawn)	-1	-7	-26	7	1	1	-3	1
54	CCOc1ccc(N(CC(=O)NC2CCCCCC2)S(=O)(=O)c2c(C)noc2C)cc1	11	8	2	-3	18	-1	-5	5
55	CCOC(=O)c1csc(Nc2nc3ccc(F)cc3s2)n1	-3	-5	-11	58*	20	-18	-2	3
56	Cc1cc(O)c(C(C)C)cc1NS(=O)(=O)c1ccccc1	-13	29	-3	-14	8	-11	1	-7
57	CC(=O)c1cccc(NC(=S)NNC(=O)c2ccco2)c1	13	4	0	11	-3	-12	-17	-3
58	Cc1ccccc1-n1nc(C)c2cc(C(=O)N3CCN(S(=O)(=O)c4ccccc4)CC3)sc21	1	15	3	nt	nt	nt	-2	nt
59	CCOc1cc(/C=C2/NC(=O)N(CC(=O)OC)C2=O)ccc1OC	7	-177	2	5	-10	-2	-8	-5
60	Cc1c(NC(=O)CN2C(=O)NC(C)(c3ccc(Cl)cc3)C2=O)c(=O)n(-c2ccccc2)n1C (stereo not drawn)	8	17	-1	-10	-3	0	-1	-4
61	CC1(C)Oc2ccc(C(=O)N/N=C/c3ccc(O)cc3)cc2NC1=O	3	-55	-3	-7	6	4	-6	-5
62	O=C1Nc2ccccc2OC1CC(=O)N1CCCC1 (stereo not drawn)	11	4	0	1	7	-7	-5	-4
63	CN(CC(=O)Nc1cccc(F)c1)CC(=O)NC(c1ccccc1)c1ccccc1	8	10	1	-9	5	-1	-1	7
64	COc1cccc(C(=O)N2CCN(Cc3cc(Br)ccc3OC)CC2)c1	-7	18	-1	-21	11	-13	-3	-7
